# Source: PubChem
# Myeloid diff MLP = compounds promoting myeloid differentiation. ER-HoxA9 myeloid progenitors, lysozyme-GFP differentiation, flow cytometry. calls only at 10 µM. 360,000 tested, 1% active;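 active = normalized GFP-positive differentiation at or above the plate's own cutoff, the solvent-only control mean plus 3 SD; inconclusive = no clear call, values can overlap the other calls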;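 note: cells exposed to compound for four days before flow analysis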
# Dengue-2 NS5 capping = flavivirus cap methylation enzyme inhibition – biochemical, confirmation dose response, primary screen (AID 588689); Dengue-2 NS5 methyltransferase capping enzyme assay, biochemical; higher % means a stronger effect; inhibition, % at 25 µM; hits with a dose series show IC50 in µM; 340,000 tested, 0.3% active; in the data active = a potency from the dose series; inconclusive = inhibition above about 29% without an active follow-up result
# Dengue-2 NS5 capping pilot replicate = second read-out of Dengue-2 NS5 capping, no call of its own (marks repeat the call); inhibition, %; measured here: pilot screen replicate inhibition
# Myeloid diff MLP GFP+ MAC1+ % = second read-out of Myeloid diff MLP, no call of its own (marks repeat the call); GFP+ MAC1+ double positive, %; measured here: differentiation confirmed by MAC1 staining
# * marks the source's active call; other numbers are inactive results; i = inactive; ? = inconclusive; / = no result given; + = active, no number. Not all compounds are listed. The share of hits here may be higher or lower than overall.
SMILES,Myeloid diff MLP,Myeloid diff MLP GFP+ MAC1+ %,Dengue-2 NS5 capping,others
COCCNC(=S)N1CCC2CC1c1c(Cl)cccc12 (stereo unspecified),i,1.5,1%,
O=C1c2ccccc2S(=O)(=O)c2cc(C(=O)N3CCN(c4ncccn4)CC3)ccc21,i,0.9,-4%,
Cc1ccc(OCC(=O)Nc2ccc([N+](=O)[O-])cn2)cc1C,i,1.2,-3%,
CCOC(=O)N1CCN(C2=C(NS(=O)(=O)c3ccc(Br)cc3)C(=O)c3ccccc3C2=O)CC1,i,1.1,40%,
CCNc1nc(NCC)n2c(SCC(=O)Nc3ccc(OC(F)F)cc3)nnc2n1,i,0.8,0%,
CNC(=O)c1cc(Oc2ccc(NC(=O)Nc3ccc(Cl)c(C(F)(F)F)c3)cc2)ccn1,?,/,0%,
CC1CCCC(C)N1CCCNC(=O)C1CCCN(S(=O)(=O)N2CCCCC2)C1 (stereo unspecified),i,0.9,-5%,
C[C@@H]1CNC(=O)c2c(C(=O)N[C@@H](Cc3c[nH]c4ccccc34)C(=O)OC(C)(C)C)ncn21,i,0.8,-3%,
Cc1sc2ncnc(N3CCN(S(=O)(=O)c4ccccc4)CC3)c2c1C,i,0.9,-4%,
O=C(CSc1nnnn1C1CC1)Nc1cccc(S(=O)(=O)N2CCCC2)c1,i,1.1,-9%,
Cc1ccccc1-c1cccc([C@@H]2C[C@H]3[C@H](CON3C)CN2C)c1,i,0.4,3%,Dengue-2 NS5 capping pilot replicate=3.0
CC12CC3OC3CC1CCC1C2CCC2(C)C1CCC21OCCO1 (stereo unspecified),i,0.8,2%,
CC(C)(C)SCCNC(=O)CSc1ccccc1,i,4.3,2%,
C[C@@H]1CN([C@H](C)CO)C(=O)CCCn2nncc2CO[C@@H]1CN(C)S(=O)(=O)c1cccc(F)c1,i,0.6,-1%,
Cc1ccc(NC(=O)COC(=O)c2ccc(Cl)nc2)cc1S(=O)(=O)N1CCCCC1,i,2.2,0%,

# By substructure, those above with fluorine (3)
SMILES,Myeloid diff MLP,Myeloid diff MLP GFP+ MAC1+ %,Dengue-2 NS5 capping,others
CCNc1nc(NCC)n2c(SCC(=O)Nc3ccc(OC(F)F)cc3)nnc2n1,i,0.8,0%,
CNC(=O)c1cc(Oc2ccc(NC(=O)Nc3ccc(Cl)c(C(F)(F)F)c3)cc2)ccn1,?,/,0%,
C[C@@H]1CN([C@H](C)CO)C(=O)CCCn2nncc2CO[C@@H]1CN(C)S(=O)(=O)c1cccc(F)c1,i,0.6,-1%,

# The listing continues.
SMILES,Myeloid diff MLP,Myeloid diff MLP GFP+ MAC1+ %,Dengue-2 NS5 capping,others
CN(C)S(=O)(=O)c1ccc(N2CCCC2)c(C(=O)Nc2ccccc2F)c1,i,0.9,-2%,
Cc1ccc(S(=O)(=O)NC(CCC(N)=O)C(=O)NCc2ccc3c(c2)OCO3)c(C)c1 (stereo unspecified),i,0.3,0%,
COc1ccc(-c2cc(CCC(=O)N3CCN(c4cc(C)ccc4C)CC3)[nH]n2)cc1,i,0.9,0%,Dengue-2 NS5 capping pilot replicate=5.2
Cc1ccc(C(=O)NCC(=O)OCC(=O)N2CC(C)OC(C)C2)cc1 (stereo unspecified),i,0.4,-6%,
CC1Cc2nc(SCC(=O)NCC3CCCO3)n(-c3ccccc3)c(=O)c2S1 (stereo unspecified),i,0.9,5%,
CC(C(=O)c1ccccc1)C(O)c1ccccn1 (stereo unspecified),i,0.9,-10%,
CCc1noc(C)c1C(=O)N1CCCSC1=Nc1ccccc1C(C)C,i,0.9,-7%,
CCOc1ccc(S(=O)(=O)Nc2ccc(C(=O)NCC(c3ccco3)N3CCCCC3)cc2)cc1 (stereo unspecified),i,1.1,-9%,
CCN(CC)CCOc1ccc(C=NNc2nc3c([nH]2)c(=O)n(C)c(=O)n3C)cc1,i,1.1,9%,
O=C1CSc2cc(Cl)ccc2N1,i,0.6,1%,
CC1CN(C(=O)CSc2nnc(-c3cccs3)n2N)CC(C)O1 (stereo unspecified),i,0.2,3%,
CC(C)=CCC/C(C)=C/CNC(=O)C[C@H]1C[C@H](C(=O)N2CCOCC2)[C@@]2(CCC3CCCC3)c3[nH]c4cc(-c5ccco5)ccc4c3CCN2C1=O,i,0.9,-4%,Dengue-2 NS5 capping pilot replicate=-4.9
Cc1ccc(C(=O)NNC(=O)CCOc2cccc(C)c2)cc1,i,0.9,-6%,
CC1CCCC(NC(=O)COC(=O)c2cccc(S(=O)(=O)N3CCCCC3)c2)C1C (stereo unspecified),i,0.2,2%,
Cn1nc(C(=O)N2CCN(S(=O)(=O)c3ccc(Cl)cc3)CC2)c2ccccc2c1=O,i,0.5,7%,
COc1nnc(-c2ccc(N3CCCCC3)c(N)c2)c2ccccc12,i,0.8,-9%,
C[C@H]1CN([C@@H](C)CO)C(=O)CCCn2cc(nn2)CO[C@@H]1CN(C)C(=O)Nc1ccc2c(c1)OCO2,i,0.4,-3%,
COc1cccc(COC(=O)c2cc(=O)[nH]c3ccc(S(=O)(=O)N4CCOCC4)cc23)c1OC,i,0.2,-7%,
CCCCCCN1C[C@H](n2cc(COC(=O)c3ccccc3)nn2)[C@@H](O)C[C@@H]1c1ccccc1,i,0.7,-2%,
Cc1noc(C)c1S(=O)(=O)N(C)C[C@H]1Oc2ccc(NC(=O)C3CCCCC3)cc2C(=O)N([C@H](C)CO)C[C@@H]1C,i,1.1,-10%,
O=C(CCc1nc(-c2ccc(F)cc2)no1)NCc1ccccc1CN1CCOCC1,i,0.3,?,
CCOC(=O)C(C)N(c1ccccc1Cl)S(C)(=O)=O (stereo unspecified),i,1.5,3%,
O=C1C=C(c2ccc3c(c2)OCO3)C[C@@H](c2ccc3c(c2)OCO3)C1,i,1.3,6%,
O=C(CCC(=O)c1cccs1)NNC(=O)c1ccc(Cl)cc1,i,2.2,-7%,
CN(CC(=O)NCc1ccccc1Cl)CC(=O)Nc1ccccc1Br,i,0.2,-5%,
Cc1ccc(NC(=O)CN2C(=O)NC3(CCCc4ccccc43)C2=O)c(C)c1 (stereo unspecified),i,0.6,2%,
Cc1cccc(NC(=O)Cc2nc(-c3c[nH]c(C(=O)N4CCCC4)c3)cs2)c1,i,3.4,-8%,
Cc1c(Cl)ccc(S(=O)(=O)N2CCN(C)CC2)c1Cl,i,1.0,4%,
COc1cccc(CCC(=O)O)c1OC,i,0.3,-11%,
CCC(C)N(C(=O)COC(=O)c1cc([N+](=O)[O-])ccc1N1CCOCC1)C1CCS(=O)(=O)C1 (stereo unspecified),i,0.7,1%,
O=C(CSc1nc(=O)n(CCCN2CCOCC2)c2c1CCC2)Nc1cccc(F)c1,i,0.3,-3%,
Cc1ccc(S(=O)(=O)NC(=O)c2cccc(N(C)C)c2)cc1,i,0.7,-5%,
Cc1ccc(COC(=O)c2cc(S(=O)(=O)N3CCOCC3)ccc2C)cc1,i,0.6,0%,
CCCCn1c(SCC(=O)NC2CCS(=O)(=O)C2)nnc1-c1ccc(OC)cc1 (stereo unspecified),i,0.6,-1%,
O=C(NCC1CCCO1)c1cc2c(s1)CCCC2 (stereo unspecified),i,0.2,-3%,
CCN(CC)S(=O)(=O)c1ccc(N2CC(C(=O)NCCc3ccc(Cl)cc3)CC2=O)cc1 (stereo unspecified),i,0.5,-2%,
COc1cc(OC)cc(C(=O)NC(C(=O)NNC(=O)c2cc(Cl)ccc2OC)C(C)C)c1 (stereo unspecified),i,0.6,-4%,
C[C@H]1CN([C@@H](C)CO)C(=O)CCCn2nncc2CO[C@@H]1CN(C)C(=O)c1ccccc1,i,0.1,2%,
CCCCn1c(N)c(N(CC(C)C)C(=O)C2CSC3(C)CCC(=O)N23)c(=O)[nH]c1=O (stereo unspecified),i,0.1,-1%,
COc1cccc(CN(C)C(=O)COc2cccc3c2OC(C)(C)C3)c1OC,i,1.5,-8%,
c1ccc(CCc2cc3ccccc3[nH]2)cc1,i,0.4,3%,
Cc1ccccc1OCCC(=O)OCC(=O)NC1CCS(=O)(=O)C1 (stereo unspecified),i,0.8,-5%,
CC(Oc1ccc(F)cc1)C(=O)Nc1cc(S(=O)(=O)N2CCCCC2)ccc1N1CCOCC1 (stereo unspecified),i,1.0,-1%,
CC(=O)N=C1C=CC(=CN(O)C(C)(C)Cc2ccccc2)C=C1,i,1.6,-4%,
COc1cc(C(=O)OCC(=O)N2CCC(C)CC2)cc2c1OCCO2,i,0.4,-1%,
O=S(=O)(Cc1ccccc1)C(c1ccccc1)S(=O)(=O)Cc1ccccc1,i,0.7,0%,
COC(=O)c1ccccc1NC(=O)COC(=O)/C=C/c1cccs1,i,0.6,3%,
COc1ccc(N2CCN(C(=O)COC(=O)CCOc3ccc(C)cc3)CC2)cc1,?,/,-2%,
CCCn1c(N)c(N2CCCCC2)c(=O)n(CC(=O)Nc2cccc(S(=O)(=O)N(C)C)c2)c1=O,i,0.6,-3%,
O=[N+]([O-])c1cccc(COc2cccc(CN3CCOCC3)c2)c1,i,0.6,1%,
O=C1Nc2ccc(S(=O)(=O)NCc3ccco3)c3cccc1c23,i,0.5,10%,
Cc1cc(C)c2nc(N3CCN(C(=O)c4cccs4)CC3)sc2c1,i,0.3,-2%,
O=C(CN1C(=O)c2ccccc2C1=O)NC1CCS(=O)(=O)C1 (stereo unspecified),i,1.3,4%,
CC1=C(C/C=C(\C)CCCC(C)CCCC(C)CCCC(C)C)C(=O)c2ccccc2C1=O (stereo unspecified),i,1.9,0%,
O=C(CN1CCN(S(=O)(=O)c2cccc(F)c2)CC1)NCC1(N2CCOCC2)CCCCC1,i,1.0,-12%,
CC[C@H](C)[C@H](NC(=O)OCc1ccccc1)C(=O)OCC(=O)N(C)CC(=O)Nc1ccccc1Cl,i,0.7,8%,
C[C@H]1CCCCO[C@H](CN(C)C(=O)Nc2ccc(F)cc2)[C@@H](C)CN([C@@H](C)CO)C(=O)c2cc(NC(=O)Nc3ccc4c(c3)OCO4)ccc2O1,i,0.4,-7%,
COc1ccc(C(=O)NNC(=O)Cc2nc3ccccc3n2C)cc1,i,2.6,2%,
N#CC(=Cc1cccs1)c1nc(-c2ccc(Cl)cc2)cs1,i,1.0,?,
O=C(/C=C/c1ccc([N+](=O)[O-])cc1)N1CCN(S(=O)(=O)c2ccccc2)CC1,i,0.2,3%,

# Retrieved by structure from the entries so far (2):
SMILES,Myeloid diff MLP,Myeloid diff MLP GFP+ MAC1+ %,Dengue-2 NS5 capping,others
CCCn1c(N)c(N2CCCCC2)c(=O)n(CC(=O)Nc2cccc(S(=O)(=O)N(C)C)c2)c1=O,i,0.6,-3%,
CC[C@H](C)[C@H](NC(=O)OCc1ccccc1)C(=O)OCC(=O)N(C)CC(=O)Nc1ccccc1Cl,i,0.7,8%,

# Ordered by length of the SMILES (low to high): part of the list above
SMILES,Myeloid diff MLP,Myeloid diff MLP GFP+ MAC1+ %,Dengue-2 NS5 capping,others
O=C1Nc2ccc(S(=O)(=O)NCc3ccco3)c3cccc1c23,i,0.5,10%,
O=[N+]([O-])c1cccc(COc2cccc(CN3CCOCC3)c2)c1,i,0.6,1%,
CCCn1c(N)c(N2CCCCC2)c(=O)n(CC(=O)Nc2cccc(S(=O)(=O)N(C)C)c2)c1=O,i,0.6,-3%,
C[C@H]1CCCCO[C@H](CN(C)C(=O)Nc2ccc(F)cc2)[C@@H](C)CN([C@@H](C)CO)C(=O)c2cc(NC(=O)Nc3ccc4c(c3)OCO4)ccc2O1,i,0.4,-7%,

# Further records
SMILES,Myeloid diff MLP,Myeloid diff MLP GFP+ MAC1+ %,Dengue-2 NS5 capping,others
CC(C)CN1CCC(CN2CCNC(=O)C2=O)CC1,i,1.4,-1%,Dengue-2 NS5 capping pilot replicate=0.0
COC(C(=O)Nc1ccc(F)c(F)c1)c1ccccc1 (stereo unspecified),i,2.8,-4%,
O=C(Nc1ccccn1)c1ccc(S(=O)(=O)N2CCCCC2)cc1,i,0.2,0%,
CCCCN1CCC(CN2C(=S)NC[C@@H]2CC(C)C)CC1,i,1.4,-3%,Dengue-2 NS5 capping pilot replicate=0.3
COc1cccc(NC(=O)CN2C(=O)NC3(CCCCCC3)C2=O)c1,i,1.4,-2%,
O=C(CSc1nnnn1C1CC1)N1CCN(c2cccc(Cl)c2)CC1,i,1.4,-1%,
C[C@H](CO)N1C[C@H](C)[C@H](CN(C)C(=O)c2cc(-c3ccccc3)on2)OCc2cnnn2CCCC1=O,i,0.8,-5%,
O=C(Cn1cnc2cc([N+](=O)[O-])ccc2c1=O)N1CCN(S(=O)(=O)c2ccccc2)CC1,i,0.3,6%,
Cc1cccc(NC(=O)CNC(=O)c2cn(Cc3ccccc3)nc2-c2cccnc2)c1C,i,0.8,1%,
O=C(Cc1cccc(NC(=O)C2CCCN(C(=O)C3CCCC3)C2)c1)Nc1cccc(C(=O)N2CCOCC2)c1 (stereo unspecified),i,0.3,3%,Dengue-2 NS5 capping pilot replicate=0.9
CN(c1ccccc1)S(=O)(=O)c1cc(C(=O)OCC(=O)c2c(N)n(C)c(=O)n(C)c2=O)ccc1Cl,i,0.3,1%,
Cc1nn(-c2ccccc2)c(Cl)c1C(=O)N(C)CC(=O)Nc1cccc(F)c1,i,1.1,-3%,
O=C(COC(=O)COc1cccc(C(F)(F)F)c1)NC1CCS(=O)(=O)C1 (stereo unspecified),i,0.9,-1%,
CCOC(=O)[C@@H]1[C@H]2COc3ccccc3[C@@H]2N2C(=O)N(c3ccc(C(F)(F)F)cc3)C(=O)[C@@]12C,i,1.1,-2%,
COc1ccccc1/C=C/C(=O)OCC(=O)N1CCN(S(=O)(=O)c2ccc(C)cc2C)CC1,i,0.9,3%,
CN(C)CCN(C(=O)C1CCN(S(=O)(=O)c2cccs2)CC1)c1nc2ccccc2s1,i,0.9,-3%,
COc1ccc([C@H]2CN(c3ccc(OC)cc3)C(=O)[C@@H]2CC(=O)Nc2ccc(Br)cc2)cc1,+,1.4*,-2%,
O=C(COC(=O)c1n[nH]c2ccccc12)Nc1ccccc1Br,i,0.6,-13%,
